# Bioassay records as filed in PubChem BioAssay.
# LEDGF integ inh: blockers of LEDGF/p75-dependent integrase strand transfer – biochemical, TR-FRET, high throughput, primary screen | HIV-1 integrase (with human LEDGF/p75) | TR-FRET IN-LEDGF/p75 DNA integration, Eu/Cy5 | inhibition, % at 3.7 µM | hit rate 0.64% among 370,000 | AID 743269, 2014;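 active = inhibition above the screen-wide mean plus 3 SD, cut at about 13% in these data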;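 also: signal is the Cy5 over europium emission ratio at 671 and 618 nm; 0% = plate median of compound wells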
# mABHD4 FP: ABHD4 inhibitors, primary screen, biochemical, fluorescence polarization, mouse; (Lyso)-N-acylphosphatidylethanolamine lipase (Mus musculus), Q8VD66; purified mABHD4, FP-Rh probe fluorescence polarization; inhibition, % at 8.92 µM; hit rate 0.54% among 370,000; AID 720543, 2013;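 active = inhibition exceeding the mean over every tested compound plus 3 SD, cut at about 30% in these data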;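 also: 0% = plate median of compound wells and 100% = S159A mutant with DMSO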
#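 Test system: mouse ABHD4 enzyme, wild type. Reagent: FP-Rh fluorescent activity-based probe, added after compound pre-incubation. Timing: pre-incubation 45 min, probe exposure 60 min, at 25 °C. Technique: FP readout, ex 525 nm / em 598 nm. Benchmarks: high control S159A mutant with DMSO, low control median of compound wells.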
# HTRA1 inhibitor: HTRA1 serine protease inhibitors, primary screen, biochemical, fluorescence polarization, HTS; recombinant HTRA1, FP-rhodamine activity-based probe; Q92743; inhibition, % at 5.96 µM; hit rate 0.5% among 340,000; AID 504803, 2011; in the data active = inhibition above about 36%;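 also: 0% = enzyme with DMSO and 100% = wells lacking enzyme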
# Target sequence (Q92743 whole entry, looked up): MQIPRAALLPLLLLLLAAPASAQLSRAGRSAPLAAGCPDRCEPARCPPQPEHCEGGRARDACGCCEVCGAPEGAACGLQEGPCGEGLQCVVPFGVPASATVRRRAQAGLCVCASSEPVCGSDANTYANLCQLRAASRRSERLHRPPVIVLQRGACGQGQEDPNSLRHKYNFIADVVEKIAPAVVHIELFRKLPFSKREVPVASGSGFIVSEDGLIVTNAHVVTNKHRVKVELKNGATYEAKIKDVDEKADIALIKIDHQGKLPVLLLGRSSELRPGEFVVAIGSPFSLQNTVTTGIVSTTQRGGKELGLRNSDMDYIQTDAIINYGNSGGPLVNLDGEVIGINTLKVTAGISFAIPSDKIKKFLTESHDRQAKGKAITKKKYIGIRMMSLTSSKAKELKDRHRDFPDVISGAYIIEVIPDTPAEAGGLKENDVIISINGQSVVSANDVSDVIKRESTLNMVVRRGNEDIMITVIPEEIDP
# NPR2 activator: human GC-B receptor activators, primary screen, HEK293 GC-B cells, cGMP TR-FRET, EC30 CNP; Atrial natriuretic peptide receptor 2 (Homo sapiens), P20594; 0% at EC30 CNP, 100% saturating CNP; activation, % at 10 µM; hit rate 0.11% among 370,000;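 active = activation at 10 µM reaching about 35% in either raw or pattern-adjusted values, limit read from the data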
# PRMT1 inh: PRMT1 methyltransferase inhibitors, primary screen, biochemical, fluorescence polarization. hit rate 1.3% among 370,000. recombinant PRMT1, activity-based probe fluorescence polarization. inhibition, % at 2.79 µM. Protein arginine N-methyltransferase 1 (Homo sapiens), Q99873;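 active = inhibition above about 21% made by adding two undisclosed values, limit read from the data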
# MBD2 inh: inhibitors of MBD2 binding to methylated DNA, primary screen, biochemical, TR-FRET, DNA-binding domain, human. MBD2 binding to methylated oligonucleotide. inhibition, % at 4.4 µM. hit rate 0.31% among 370,000. AID 686964, 2013; in the data active = inhibition above about 13%
# Target sequence (Q9UBB5 whole entry, looked up, the tested form may be a part): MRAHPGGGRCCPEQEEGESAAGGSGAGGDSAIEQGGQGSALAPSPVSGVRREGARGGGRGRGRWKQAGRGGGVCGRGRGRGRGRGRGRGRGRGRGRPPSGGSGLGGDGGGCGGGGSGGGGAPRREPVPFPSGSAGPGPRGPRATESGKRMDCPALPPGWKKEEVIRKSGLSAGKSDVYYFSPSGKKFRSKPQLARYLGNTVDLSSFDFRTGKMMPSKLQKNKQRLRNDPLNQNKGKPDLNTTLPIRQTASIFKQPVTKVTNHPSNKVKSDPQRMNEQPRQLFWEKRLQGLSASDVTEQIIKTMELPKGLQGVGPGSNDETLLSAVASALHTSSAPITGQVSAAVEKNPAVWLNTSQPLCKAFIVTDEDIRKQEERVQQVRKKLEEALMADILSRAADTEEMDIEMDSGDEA
# SIAE inh: human SIAE inhibitors, primary screen, biochemical, fluorescence polarization, FP-Rh probe, 1536-well HTS; Sialate O-acetylesterase (Homo sapiens), Q9HAT2; SIAE FP-Rh probe binding; inhibition, % at 9.66 µM; hit rate 0.69% among 370,000;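 active = inhibition above a cutoff: mean of compounds within the control limits plus 3 SD of those, cut at about 17% in these data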;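 also: 0% = plate median of compound wells and 100% = probe without SIAE protein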
# TCR CD3 inh: inhibitors of human TCR-CD3 interaction, primary screen, biochemical, fluorescence, TAMRA-labeled TCR probe | AID 651800, 2012 | hit rate 0.37% among 360,000 | inhibition, % at 9.4 µM | T-cell receptor (TCR); in the data active = inhibition above about 19%;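 also: recombinant mutant TCR 2C K166C tagged with TAMRA read by polarization; 0% = receptor in buffer alone and 100% = receptor with positive control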
# rCAG RNA binder: binders of r(CAG) RNA repeats, primary screen, biochemical, fluorescence | r(CAG) RNA repeat, TO-PRO-1 dye displacement fluorescence | inhibition, % at 3 µM | hit rate 1.3% among 370,000;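 active = inhibition above the plate cutoff, the mean of all test compounds on that plate plus 3 SD, cut at about 35% in these data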;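 also: 0% = DMSO alone and 100% = 100 µM mitoxantrone as full dye displacement; higher means more dye released from RNA so lower well fluorescence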
# TDP2 absorb: human TDP2 enzyme inhibitors, primary screen, biochemical, epi absorbance, recombinant enzyme. T5PNP hydrolysis, p-nitrophenol absorbance 415 nm. inhibition, % at 12.8 µM. hit rate 0.34% among 370,000. AID 720702, 2013;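 active = inhibition above the mean of all tested compounds plus 3 SD, set per campaign, cut at about 25% in these data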;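 also: 0% = DMSO with enzyme and 100% = buffer with substrate but no TDP2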
#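 Material: recombinant human TDP2; quantity: TDP2 enzyme at 120 nM final; medium: Tris-HCl pH 7.5 with MgCl2; compound: single concentration, 12.8 µM nominal, with 1% DMSO; incubation: 2 h enzyme incubation at 37 °C; signal: epi absorbance; measure: percent inhibition; benchmarks: high control without enzyme, low control DMSO plus TDP2; repeats: singlicate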
# Numbers without * were called inactive; x = not tested or not shown. Not all compounds are listed; count on the stated rates, not on these rows.
# The line under a structure holds: LEDGF integ inh	mABHD4 FP	HTRA1 inhibitor	NPR2 activator	PRMT1 inh	MBD2 inh	SIAE inh	TCR CD3 inh	rCAG RNA binder	TDP2 absorb
CCOc1ccc(NC(=O)CSc2nc3nc(C)cc(C)n3n2)cc1
  0	4	0	-2	3	1	2	-2	-5	7
COc1ccc(CNC(=O)CCCn2nc(C)c3c(C)n(-c4ccc(C)cc4)nc3c2=O)cc1
  2	-2	-6	-7	-5	1	-5	-3	-3	7
C=CCn1cc(C(=O)NCc2cccnc2)c(=O)c2cc(S(=O)(=O)N(CC)CC)ccc21
  2	4	1	-2	2	-2	-5	0	-3	-2
COc1cc(O)c(C(=O)O)c(CCc2ccccc2)c1
  0	-10	-12	1	-2	-4	1	0	8	7
C[C@H](NC(=O)c1nc[nH]c1C(=O)N[C@@H](Cc1ccccc1)C(=O)OC(C)(C)C)C(=O)OC(C)(C)C
  -2	-23	-35	11	-1	3	-8	-2	-4	-4
O=C(COc1ccccc1)Nc1nnc(S(=O)(=O)Nc2ccccc2)s1
  0	-7	-4	4	2	1	-7	10	16	5
CCCOc1ccc(NC(=O)OC2CCN(C)CC2)cc1
  -2	12	11	-2	-1	2	1	-7	-3	6
CC(C)C(=O)Nc1ccc2c(c1)nc1n2CCSC1
  -3	-3	8	4	9	-4	2	-4	13	4
CC1CCCCN1CCNC(=O)c1ccc2c(=O)n(Cc3ccc(Cl)cc3)c(=S)[nH]c2c1 (stereo not given)
  2	-18	-68	1	-4	-1	-16	-5	13	-9
Cc1[nH]c(C)c(S(=O)(=O)N2CCN(c3ccccc3F)CC2)c1C(=O)N1CCCCC1
  1	3	-2	-1	-7	-2	7	2	-4	14

# One compound at a time (already shown). Order of screens: LEDGF integ inh | mABHD4 FP | HTRA1 inhibitor | NPR2 activator | PRMT1 inh | MBD2 inh | SIAE inh | TCR CD3 inh | rCAG RNA binder | TDP2 absorb
# COc1ccc(CNC(=O)CCCn2nc(C)c3c(C)n(-c4ccc(C)cc4)nc3c2=O)cc1 reads 2 | -2 | -6 | -7 | -5 | 1 | -5 | -3 | -3 | 7
# C=CCn1cc(C(=O)NCc2cccnc2)c(=O)c2cc(S(=O)(=O)N(CC)CC)ccc21 reads 2 | 4 | 1 | -2 | 2 | -2 | -5 | 0 | -3 | -2

# The listing continues.
# The line under a structure holds: LEDGF integ inh	mABHD4 FP	HTRA1 inhibitor	NPR2 activator	PRMT1 inh	MBD2 inh	SIAE inh	TCR CD3 inh	rCAG RNA binder	TDP2 absorb
CC(=O)N1CCN(C2=NC(=O)/C(=C\c3cccs3)S2)CC1
  4	0	2	-3	-7	0	4	4	-2	3
CC(C)C(=O)NS(=O)(=O)c1ccc(N)cc1
  1	5	-3	6	0	-1	-3	-1	0	4
O=C1OC(Nc2ccc(Br)cn2)c2ccccc21 (stereo not given)
  1	-3	3	-2	1	-3	-1	0	1	13
COc1ccccc1Oc1ccc2c(c1)C(=O)N(c1ccc(Br)c3cccnc13)C2=O
  2	-1	1	2	0	0	1	-1	1	0
N#CC1c2ccccc2C=CN1C(=O)c1ccccc1 (stereo not given)
  -2	6	2	3	1	-6	-1	1	-1	-1
O=C(O)c1cc(/C=C/c2ccc(N3CCOCC3)c([N+](=O)[O-])c2)nc2ccccc12
  5	0	-12	-4	0	-5	4	6	9	1
NS(=O)(=O)Oc1ccccc1
  1	9	-2	1	0	5	4	5	-2	2
O=C1CCCc2ccc3ccccc3c21
  2	-4	-2	-1	0	-1	0	-6	2	10
COc1ccc2nc(SCC(=O)NCc3ccccc3)[nH]c2c1
  0	3	-5	-5	2	4	3	-6	0	60*
CN(C)S(=O)(=O)c1ccc(C(=O)Nc2cccnc2)cc1
  -3	-1	-1	-3	-1	0	-1	4	2	-3
Cc1ccc(-c2csc(N3CCN(CCCn4c(-c5ccncc5)nc5ccccc54)CC3)n2)cc1
  -2	6	-20	-7	-4	0	-7	0	1	-5
Cc1nc2nc(SCC(=O)NCCCN3CCCCC3)nn2c(C)c1Cc1ccccc1
  -2	-2	5	-5	-5	1	9	-7	-1	-12
Cc1ccc(OCc2nnc(SCC(=O)c3ccccc3)n2Cc2ccco2)cc1
  7	-10	-36	3	4	6	1	-7	0	-11
CCCCN1CCc2c1nc1ccc(Br)cc1c2N
  -4	11	-14	11	-1	0	-2	1	16	4
CCCOc1ccc(Oc2cc(C)nc(SC)n2)nn1
  -1	-5	5	-1	-3	0	-2	-7	4	-8
O=C(NC(NC(=S)Nc1cccc(C(=O)O)c1)C(Cl)(Cl)Cl)OCc1ccccc1 (stereo not given)
  -1	2	1	-2	0	0	1	-1	6	3
NS(=O)(=O)c1ccc(CCNC(=O)c2cccc3ccccc23)cc1
  -4	2	4	-4	2	3	6	-3	2	-11
CCc1ccc2nc(N(CCCN(C)C)C(=O)c3ccc(S(=O)(=O)N(C)C4CCCCC4)cc3)sc2c1
  0	20	-24	-2	3	4	9	3	-3	-9
O=c1cc(-c2ccc3c(c2)OCCO3)oc2ccc(Cl)cc12
  0	0	-3	-7	2	-2	0	-6	-2	5
O=C(NCc1ccccn1)C1CC(=O)N(C2CCCC2)C1 (stereo not given)
  -1	1	4	4	-1	2	6	8	2	4
COc1ccc(NC(=O)CSCC(=O)N(C)CC(=O)Nc2c(C)cccc2C)cc1
  -6	-7	8	3	4	11	0	-1	-5	-12
Cc1ccc(N2C(=O)CC(Sc3ncn[nH]3)C2=O)cc1C (stereo not given)
  3	5	-3	2	61*	1	4	10	-2	-4
CCOC(=O)Cn1c(O)c(N=NC(=O)OC)c2ccccc21
  6	1	2	-2	-1	1	4	-3	-2	13
CC(C)C[C@H]1CNC(=S)N1C[C@H]1CCCN1C[C@H](Cc1ccccc1)N1C[C@H](Cc2ccc(O)cc2)N(CC2CCCCCC2)C1=S
  1	1	x	7	-2	1	-14	-1	9	0
C=C1c2ccccc2O[C@H](C(=O)OCC)[C@H]1OC
  0	2	9	-4	-8	-4	-1	-3	4	-2
Cc1ccc(N2CC(C(=O)Nc3nnc(C(C)C)s3)CC2=O)cc1 (stereo not given)
  -4	5	1	1	4	2	-4	-1	7	-8
O=C(CSc1ccc(-c2cccs2)nn1)N1CCCCCC1
  2	0	0	3	-1	-3	0	-5	-1	-10
Cn1c(=O)[nH]c(=O)c2c1[nH]c(=S)n2CCCc1ccccc1
  2	3	-1	-2	2	-4	1	-1	2	-11
CC(NC(=O)COC(=O)C1CSC2(C)CCC(=O)N12)C12CC3CC(CC(C3)C1)C2 (stereo not given)
  -3	-2	-1	1	-2	0	1	4	-2	-1
Cc1cc(C)cc(C(=O)NC(CC(N)=O)c2ccc(N3CCCCCC3)c([N+](=O)[O-])c2)c1 (stereo not given)
  3	-5	-10	-8	-4	-4	8	-5	3	9
CCOC(=O)C1(CC2CC2)CCN(C(=O)c2ocnc2C)CC1
  4	1	8	0	-7	-2	-3	1	-7	6
CN(C(=O)c1ccccc1-c1ncc[nH]1)C1CCCN(Cc2ccccc2F)C1 (stereo not given)
  -2	-7	-3	-1	-2	-5	-3	-2	-5	14
S=c1sc2c(Cl)ncnc2n1-c1ccccc1
  -2	-2	-4	-15	1	6	2	-7	-2	-6
CSc1nnc(C(C)(C)C)c(=O)n1/N=C/c1ccc(Cl)cc1
  -2	0	6	-7	4	7	-4	2	-1	9
CCc1nc(SCc2ccc(C(=O)OC)o2)n[nH]1
  0	2	5	5	-2	0	0	3	0	7
CCCC[C@H]1C2CC(OC(=O)NCCCc3ccccc3)C(C2)[C@H]2CCCCN21 (stereo not given in full)
  5	3	x	10	-2	-5	2	x	-3	-5
Cc1ccc(S(=O)(=O)CC(=O)Nc2ccc(S(=O)(=O)Nc3ccccn3)cc2)cc1
  -2	-2	1	4	0	6	1	4	4	9
C[C@H](O)[C@@H]1C(=O)N2CCc3c([nH]c4ccccc34)[C@@H]2C[C@@H]1N(C)C(=O)c1cc(Cl)cc(Cl)c1
  -4	-1	x	-3	2	1	8	3	5	3
COC(=O)N1Cc2ccnnc2CC1c1ccccc1-c1ccc(F)cc1 (stereo not given)
  2	-1	x	-1	5	2	-6	-6	2	-5
Cc1noc(C)c1COc1ccc(C(=O)Nc2ccccn2)cc1
  5	-6	-3	-2	0	2	-2	8	-2	-16
Cc1ccc(Oc2ncccc2CO)cc1
  3	3	-2	0	-1	3	4	6	0	4
CCOC(=O)c1c(NC(=O)COC(=O)CCOc2ccc(C)cc2)sc(C(=O)N(C)C)c1C
  -1	2	-23	-3	-5	3	2	2	-8	9
Cc1ccc(C(=O)N2[C@@H]3CN(C)C(=O)[C@@]2(C)[C@H]2C(=O)N(Cc4ccccc4)C(=O)[C@@H]32)cc1
  -2	2	-1	1	0	2	3	-6	-1	10
Cn1c(S(=O)(=O)O)nc2ccccc21
  -6	3	2	4	3	2	-5	-9	0	12
CCOC(=O)C(CC)/C(C)=N\NC(=O)c1cccc(C)c1 (stereo not given)
  -5	3	-7	0	0	-2	0	-2	-1	-2
Cc1nc(C(C)NC(=O)CCc2nnc(-c3ccsc3)o2)cs1 (stereo not given)
  -2	12	0	6	1	2	2	-5	1	7
COC(=O)c1cccc(Cn2ccc3ccc(-c4ccc5ccn(C(=O)c6ccc(C)cc6)c5c4)cc32)c1
  2	1	x	-5	2	1	-1	x	15	10
O=C(COC(=O)c1cc(=O)[nH]c2ccccc12)Nc1ccc(F)cc1
  2	0	-10	3	-1	-5	-1	-1	6	-2
O=C(NC1CCCCN(Cc2cccc(C(F)(F)F)c2)C1=O)c1ccc(F)cc1 (stereo not given)
  4	-7	x	6	-2	2	-1	x	-3	11
Cc1ccc(-c2nn(-c3ccc(F)cc3)cc2C(=O)NC2CCC(O)CC2)cc1 (stereo not given)
  0	5	-3	5	1	-1	0	-9	-2	4

# (continued)
# The line under a structure holds: LEDGF integ inh	mABHD4 FP	HTRA1 inhibitor	NPR2 activator	PRMT1 inh	MBD2 inh	SIAE inh	TCR CD3 inh	rCAG RNA binder	TDP2 absorb
CCOC(=O)C1=CCC2C(=O)N(C)C(=O)C12 (stereo not given)
  -4	-8	x	-3	-5	-6	0	1	2	-14
Cc1csc(/N=C/N(C)C)c1C#N
  -3	-2	13	1	4	5	-3	-5	-4	-14
CCOC(=O)CSc1nc(N)c(C#N)c(-c2ccc(OCC)cc2)c1C#N
  0	-1	-6	1	2	0	-1	-2	3	17
CCCCn1c(N)c(N(CC(C)C)C(=O)CCCc2nc3ccccc3c(=O)[nH]2)c(=O)[nH]c1=O
  1	-2	-4	2	-5	0	3	3	-2	9
O=C(COc1ccc(S(=O)(=O)NC2CCCCC2)cc1)NCc1ccccn1
  -1	-7	-1	-1	0	0	5	5	-4	12
